Compound activity deposited in PubChem BioAssay by several laboratories.
V-ATPase pH: regulators of yeast V-ATPase proton pumping, primary screen, pHLuorin cytosolic pH fluorescence; S. cerevisiae; response, % at 10 µM; actives 0.37% (n = 350,000); AID 504577, 2011; in the data active means response mostly above about 7.3%, no sharp cut-off; inactive means mostly below about 5.4%; further: actives read high; inactives centre near 0; some compounds called inactive have numbers as strong as hits; reference of the scale not given here
Keap1-Nrf2 PPI: Keap1-Nrf2 protein-protein interaction inhibitors, primary screen, biochemical, fluorescence polarization, single point | Keap1 Kelch-Nrf2 peptide fluorescence polarization, 1536-well | inhibition, % at 9.4 µM | actives 0.15% (n = 340,000) | AID 504523, 2011; in the data active means inhibition above about 12%;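 further: human Keap1 Kelch domain with fluorescein labeled Nrf2 9mer peptide probe; 0% = neutral control wells and 100% = peptide positive control; higher means more block of Keap1 binding to Nrf2 peptide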
LANA DNA inh: inhibitors of KSHV C-LANA binding to DNA, primary screen, biochemical, fluorescence polarization, FAM-LBS DNA, MBP-C-LANA, single point | inhibition, % at 9 µM | actives 0.078% (n = 340,000);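 active means highest replicate inhibition at or above 60% at 9 µM, even if other replicates fall short; inactive means all replicates below 60% inhibition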;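 further: 0% = neutral control wells and 100% = 4 µM acridine orange control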
RTF Ca sens inh: cardiac RTF calcium sensitivity inhibitors, primary screen, biochemical, IANBD-TnC fluorescence, EC70 calcium; Troponin I, cardiac muscle (Homo sapiens) + Troponin T, cardiac muscle (Homo sapiens) + …; IANBD-labeled cardiac RTF, Ca2+ fluorescence; inhibition, % at 7.15 µM; actives 0.12% (n = 340,000); AID 493244, 2011;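 active means inhibition above the mean inhibition of all tested compounds plus 3 SD, cut at about 17% in these data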;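 further: assay run at fixed EC70 calcium of 1.6 mM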
cardiac RTF act: cardiac RTF calcium sensitivity activators, primary screen, biochemical, IANBD-TnC fluorescence, EC20 calcium; Troponin I, cardiac muscle (Homo sapiens) + Troponin T, cardiac muscle (Homo sapiens) + …; IANBD-labeled TnC RTF fluorescence at EC20 calcium; 0% EC20 calcium, 100% full calcium; activation, % at 7.2 µM; actives 0.24% (n = 340,000); AID 493008, 2010;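 active means activation above the mean over all tested compounds plus 3 SD, cut at about 30% in these data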;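 further: rise in fluorescence read as greater calcium sensitivity of cardiac thin filaments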
OPRM1-OPRD1 inv: inverse agonists of MOR-DOR heterodimerization, primary screen, cell-based, luminescence; actives 0.21% (n = 340,000); AID 504357, 2011; cell-based MOR-DOR heterodimer luminescence, inverse agonism; inhibition, % at 9.3 µM; in the data active means inhibition above about 22%, passing the limit was not always enough;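 further: 0% = cells with DMSO and 100% = wells without cells with DMSO; values of inactives mirror those of a sister screen read the other way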
DSG3 Ab inh: inhibitors of pemphigus antibody binding to DSG3, primary screen, biochemical, bead-based, flow cytometry, scFv-GFP. DSG3-coupled beads, scFv-anti-DSG3-GFP binding; hits give low values. actives 0.48% (n = 310,000). Desmoglein-3 (Homo sapiens), P32926. binding (percent of control), % at 10 µM. AID 588358, 2011;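 active means binding more than 3 SD below its plate's average and above zero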;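 further: hits lower antibody fragment binding to DSG3; some compounds called inactive have numbers as strong as hits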
Target sequence (P32926 whole entry, looked up, the tested form may be a part): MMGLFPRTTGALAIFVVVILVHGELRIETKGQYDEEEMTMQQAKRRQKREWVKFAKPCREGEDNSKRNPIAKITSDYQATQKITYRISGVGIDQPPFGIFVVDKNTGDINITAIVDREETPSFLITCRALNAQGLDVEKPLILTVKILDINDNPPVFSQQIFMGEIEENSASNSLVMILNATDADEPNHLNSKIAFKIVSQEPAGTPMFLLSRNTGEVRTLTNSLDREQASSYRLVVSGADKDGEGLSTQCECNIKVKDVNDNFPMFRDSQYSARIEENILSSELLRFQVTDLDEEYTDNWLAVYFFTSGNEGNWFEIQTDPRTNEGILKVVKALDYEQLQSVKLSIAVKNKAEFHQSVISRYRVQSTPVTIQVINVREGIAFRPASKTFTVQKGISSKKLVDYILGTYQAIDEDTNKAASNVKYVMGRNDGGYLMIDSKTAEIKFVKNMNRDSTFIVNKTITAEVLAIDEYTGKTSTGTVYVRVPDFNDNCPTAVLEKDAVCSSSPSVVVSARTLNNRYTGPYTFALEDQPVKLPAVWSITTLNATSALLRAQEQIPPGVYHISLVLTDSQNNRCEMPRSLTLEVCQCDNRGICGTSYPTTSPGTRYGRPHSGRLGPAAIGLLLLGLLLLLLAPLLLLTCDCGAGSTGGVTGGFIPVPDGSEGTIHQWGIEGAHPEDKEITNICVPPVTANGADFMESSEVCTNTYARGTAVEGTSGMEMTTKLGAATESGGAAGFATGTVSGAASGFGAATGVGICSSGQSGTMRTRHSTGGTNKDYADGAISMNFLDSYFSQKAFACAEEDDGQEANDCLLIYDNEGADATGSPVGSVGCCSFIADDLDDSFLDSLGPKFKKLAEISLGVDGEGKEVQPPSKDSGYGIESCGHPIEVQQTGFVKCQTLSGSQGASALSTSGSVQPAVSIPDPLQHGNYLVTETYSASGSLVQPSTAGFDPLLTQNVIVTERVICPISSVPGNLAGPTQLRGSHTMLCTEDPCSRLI
OPRM1-OPRD1 ag: agonists of OPRM1-OPRD1 heterodimerization, primary screen, cell-based, luminescence; cells; actives 0.3% (n = 340,000); Mu-type opioid receptor (Homo sapiens) + Delta-type opioid receptor (Homo sapiens), …; AID 504326, 2011; activation, % at 9.3 µM; in the data active means activation above about 18%;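 further: 0% = vehicle-treated cells and 100% = reference agonist; values of inactives mirror those of a sister screen read the other way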
Wnt bcat act: Wnt/beta-catenin pathway activators, primary screen, cell-based, plate reader, single point | AID 743398, 2014 | activation, % at 9.35 µM | actives 1.2% (n = 300,000) | Wnt/beta-catenin reporter cell assay, activator; in the data active means activation above about 30%, passing the limit was not always enough;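 further: 0% = neutral control wells and 100% = positive control wells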
Arr AP2 block: inhibitors of beta-arrestin/AP2 binding, primary screen, biochemical, GPCR trafficking, flow cytometry; AID 504490, 2011; beta-arrestin 1 C-terminal peptide binding to AP2 beta2-adaptin appendage (human); inhibition, % at 10 µM; FITC-arrestin peptide / GST-AP2 beads; AP2 beta2 appendage carries R879A mutation; actives 0.31% (n = 340,000);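 active means inhibition above a set limit, near 3 SD of compounds lacking own fluorescence, cut at about 54% in these data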;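 further: plate controls were DMSO wells for no effect and 5 µM unlabelled arrestin peptide for full effect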
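Measured by: flow cytometry, FL1 (488/535 nm); Material: AP2 appendage R879A on GSH beads; Evaluation: percent response; Timing: pre-incubation 12 min, peptide binding 1 h, room temperature; Also added: 50 nM FITC-arrestin peptide; Medium: PBS with 0.05% Tween 20 and 0.1% BSA.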
An asterisk follows results filed as active; · = no result given.

SMILES	V-ATPase pH	Keap1-Nrf2 PPI	LANA DNA inh	RTF Ca sens inh	cardiac RTF act	OPRM1-OPRD1 inv	DSG3 Ab inh	OPRM1-OPRD1 ag	Wnt bcat act	Arr AP2 block
Cc1ccc2[nH]cc(C(=O)CCl)c2c1	0.1	2.0	0.0	-3.8	-3.7	2.7	104.2	-0.5	-2.0	-2.9
CC(=O)N1CCN(c2ccccc2NC(=O)Cc2ccc(Cl)cc2)CC1	-4.4	-1.4	-1.1	-6.1	5.4	3.3	103.5	-0.7	-0.7	19.7
CCNC(=O)c1ccc2c(c1)C1C3CCC(C3)C1C(c1ccccc1)N2 (centres undefined)	-1.5	-3.8	-2.0	-5.5	9.9	-26.7	·	5.5	-6.6	3.9
CC(C)(C)C(=O)CSc1ncccn1	0.1	-5.6	-0.7	0.6	1.8	8.5	101.8	-1.6	0.2	17.7
O=C(Nc1ccc(-c2nnc3n2CCCCC3)cc1)c1ccco1	-2.5	4.1	1.7	-3.6	-4.5	2.5	100.5	-0.3	0.5	-2.0
O=C(NCc1ccccn1)c1ccccc1-c1ccccc1	-2.0	-4.6	1.1	-15.2	6.4	9.1	104.0	-1.6	0.8	-14.4
COCCN(C(=O)CNC(=O)c1ccco1)C(C(=O)NC1CCCC1)c1ccccc1 (centres undefined)	4.2	-4.8	-0.1	2.1	1.6	9.7	·	-1.5	1.2	-11.8
O=C(CCc1ccccc1)Nc1ccc(F)cc1F	1.3	-3.3	1.4	-5.1	1.6	5.7	106.9	-1.0	13.0	7.9
O=C(/C=C/c1ccc(Cl)c(Cl)c1)Nc1cccnc1	1.5	-0.1	0.1	-6.2	-0.1	-27.3	107.7	5.2	2.4	8.8
COCCNC(=O)c1ccc(C)cc1C	-1.1	-5.4	-1.2	-2.4	8.0	13.8	105.8	-2.6	-1.9	-8.9
CC1(C)C2C/C(=N\O)C(C)(/[N+]([O-])=C/c3cccc([N+](=O)[O-])c3)CC21 (centres undefined)	0.0	2.0	-1.7	4.7	0.6	14.4	98.8	-2.6	-2.1	11.8
CCOc1ccc(OCCC(=O)OCC(=O)Nc2cc(S(=O)(=O)N3CCOCC3)ccc2C)cc1	-6.7	-4.3	1.7	-1.8	-12.2	7.7	102.4	-1.2	-4.3	13.1
Cc1cc(C)c(O)c(C2(O)C(=O)c3ccccc3C2=O)c1	-0.5	3.3	-0.4	-0.5	-2.5	12.6	103.9	-2.5	0.1	5.3
Cc1cc(C2=NNC(=NC3CC3)SC2)c(C)n1-c1c(C)n(C)n(-c2ccccc2)c1=O	5.7	-7.2	-1.5	-3.2	-0.8	8.2	96.0	-1.6	-2.2	-2.4
Cc1cc(C)cc(SCc2noc(C(=O)NCCC(C)C)c2C(=O)NCCC(C)C)c1	-2.7	1.1	14.3	0.3	-7.4	10.1	100.5	-1.7	-3.8	1.0
O=C(CCCCCn1c(=O)[nH]c2ccccc2c1=O)N1CCN(Cc2ccc3c(c2)OCO3)CC1	-4.8	4.0	0.9	-25.9	4.8	4.0	104.7	-0.7	·	25.7
CCCCc1cc(=O)oc2c(C)c(OCC(=O)NCC3CCC(C(=O)O)CC3)ccc12 (centres undefined)	2.1	-0.3	-0.5	0.7	3.3	10.7	98.9	-2.1	-1.9	1.6
COC(=O)c1ccccc1Oc1ccc(NC(=O)CCCl)cc1	0.8	·	0.3	4.5	-7.5	21.5	·	-4.7	-2.5	-2.5
CCc1ccccc1NC(=O)C1CCN(C(=O)c2cccs2)CC1	-2.9	0.9	0.0	-5.8	-6.3	-1.7	98.7	0.2	-0.2	20.6
Cc1ccc(CCNC(=O)c2cc(C)nn2-c2ccccc2)cc1	0.3	-2.3	-1.8	-1.8	5.0	4.9	93.4	-0.9	2.1	-5.9
CN(C)c1nc(Oc2ccc(=O)n(-c3ccccc3)n2)nc(N2CCOCC2)n1	0.2	-0.9	0.5	-7.6	2.3	1.9	97.7	-0.4	4.0	19.4
CCN(C[C@H]1N[C@@](CC)(C(=O)OC)[C@H]2C(=O)N(C)C(=O)[C@@H]12)C(=O)COC	-1.2	-1.5	-3.3	3.0	-4.2	19.1	99.4	-4.1	-1.2	1.9
O=C1[C@@H](Oc2ccccc2)[C@@H](c2ccncc2)N1c1ccccc1	2.8	-0.4	0.3	-8.6	6.0	12.9	95.5	-2.6	-7.6	-0.7
CCC(C)NC(=O)CCC(=O)Nc1ccc2nc(N3CCOCC3)cc(C)c2c1 (centres undefined)	1.6	-2.1	0.0	-7.6	8.6	12.4	101.5	-2.3	26.4	5.2

3 entries from above, sorted by formula weight, high to low.
SMILES	V-ATPase pH	Keap1-Nrf2 PPI	LANA DNA inh	RTF Ca sens inh	cardiac RTF act	OPRM1-OPRD1 inv	DSG3 Ab inh	OPRM1-OPRD1 ag	Wnt bcat act	Arr AP2 block
CCCCc1cc(=O)oc2c(C)c(OCC(=O)NCC3CCC(C(=O)O)CC3)ccc12 (centres undefined)	2.1	-0.3	-0.5	0.7	3.3	10.7	98.9	-2.1	-1.9	1.6
CCc1ccccc1NC(=O)C1CCN(C(=O)c2cccs2)CC1	-2.9	0.9	0.0	-5.8	-6.3	-1.7	98.7	0.2	-0.2	20.6
O=C1[C@@H](Oc2ccccc2)[C@@H](c2ccncc2)N1c1ccccc1	2.8	-0.4	0.3	-8.6	6.0	12.9	95.5	-2.6	-7.6	-0.7

Later entries:
SMILES	V-ATPase pH	Keap1-Nrf2 PPI	LANA DNA inh	RTF Ca sens inh	cardiac RTF act	OPRM1-OPRD1 inv	DSG3 Ab inh	OPRM1-OPRD1 ag	Wnt bcat act	Arr AP2 block
COc1cccc(CNc2ncc(-c3ccccc3)n2C)c1	1.1	-8.5	-2.0	5.4	5.8	12.0	115.3	-2.4	-0.6	3.8
CCOC(=O)C1=CNS(=O)(=O)NC1c1ccc(Br)cc1F (centres undefined)	-0.1	1.9	2.0	-2.3	-4.3	19.9	99.3	-4.0	-1.2	-16.2
COc1ccc(CCNC(=O)c2ccc3nc(N4CCCCC4)sc3c2)cc1OC	0.9	2.2	-0.1	-5.9	-8.8	4.5	99.2	-0.8	-5.3	-2.4
COc1ccc([C@H]2CC(=O)C=C(c3ccc(OC)c(F)c3)C2)cc1	0.0	-4.3	0.4	3.6	3.6	7.7	102.9	-1.4	7.3	-2.8
COc1ccc(Nc2nc3ccccc3n3cnnc23)cc1Cl	-4.4	-2.1	0.4	-5.0	2.2	-15.6	118.7	3.4	1.8	0.9
COc1ccc(C(=O)O)cc1S(=O)(=O)NCCCN1CCCC1=O	-0.8	-1.3	1.2	-9.8	-1.9	14.3	·	-3.1	-0.2	5.7
Cc1ccc(NC(=O)/C(=C/c2ccncc2)NC(=O)c2ccccc2)cc1	2.5	-0.3	-1.1	-5.6	-0.8	18.4	86.2	-3.6	0.8	-1.9
Cc1ccc(N2C(=O)N(CC(=O)Nc3ccccc3C)C(=O)C2C)cc1 (centres undefined)	-5.4	9.1	0.5	-3.9	3.4	1.7	108.3	-0.4	4.4	50.5
O=C(CSc1ncnc2c1oc1ccccc12)NC1CCCC1	-3.4	-2.9	0.8	3.2	-5.1	13.3	110.2	-4.1	-0.3	25.1
CN(C)C(=O)COC(=O)c1ccccc1NC(=O)c1ccco1	1.5	-4.3	1.0	1.8	9.9	9.4	104.1	-1.8	-1.3	-16.8
Cc1ccc(-c2nnc(SCC(=O)N3c4ccccc4NC(=O)C3(C)C)n2N)cc1	2.1	0.4	-0.3	-8.0	2.5	6.9	105.9	-1.3	-4.3	-10.2
Cc1csc(NC(=O)Cc2ccc(Cl)cc2)n1	-1.6	1.2	-0.5	3.6	3.6	12.8	107.0	-2.4	2.9	45.1
Cc1ccc(C(=O)NCCCC(=O)O)o1	-2.9	2.6	0.5	7.0	6.1	3.1	95.2	-0.5	-1.6	-10.0
O=C(Cn1nc(C(=O)O)c2ccccc2c1=O)Nc1ccc(F)cc1	0.1	-1.9	-2.3	-1.9	-3.5	0.8	·	-0.1	1.2	1.0
CCOc1ccc(N(CC(=O)NCc2ccc(OC)cc2)S(=O)(=O)c2c(C)noc2C)cc1	-0.1	-0.9	1.7	4.2	-4.1	17.8	104.7	-3.5	·	33.8
COc1ccccc1CNC(=O)CNCCc1ccc(OC)c(OC)c1	6.2	3.4	0.3	-13.1	2.6	10.8	109.8	-2.1	-0.2	2.8
CCCNc1nc2c(c(=O)[nH]c(=O)n2C)n1CCC(C)C	2.0	-7.1	1.3	-14.2	1.5	4.3	105.3	-0.8	·	9.2
CCOc1ccc(NC(=O)N(CC(C)C)CC(C)C)cc1	-0.2	-0.9	-0.6	2.4	-1.3	7.0	105.1	-1.4	·	4.1
Cc1cccc(N2CCN(C(=O)c3noc4c3COc3ccc(C)cc3-4)CC2C)c1 (centres undefined)	-1.0	1.0	0.6	-0.2	2.5	7.4	94.1	-1.2	1.6	-4.0
COc1ccc(CNC(=O)CN2C(=O)NC(C)(c3cccc4ccccc34)C2=O)cc1OC (centres undefined)	1.2	0.1	-0.9	-4.5	-3.8	4.4	99.1	-0.8	-3.5	7.6
O=C(O)/C(=C\c1cccc(C(F)(F)F)c1)c1ccc(S(=O)(=O)N2CCCC2)s1	-8.6	-2.2	1.6	-12.0	-0.4	11.2	·	-3.0	-3.8	-8.9
C=CCSC1=C(C#N)C(c2ccccc2Cl)CC(=O)N1 (centres undefined)	1.9	-6.1	1.8	-2.5	3.9	5.5	97.6	-1.0	·	0.3
N=c1nc(N)nc2n1NC(c1ccc(F)cc1)=CS2	6.4	-1.2	-2.0	-10.7	0.0	-4.7	84.5	0.9	-9.1	-8.7
COC(=O)c1ccc(C)c(NC(=O)c2ccc(Cl)c([N+](=O)[O-])c2)c1	0.6	-1.9	-0.7	8.6	-12.0	9.4	98.8	-1.8	-1.0	12.5
O=C(/C=C/N1CCOCC1)c1ccc(-c2ccccc2)cc1	1.6	-2.5	-1.7	-11.9	-3.3	-4.8	84.7	0.9	·	-8.9
CCOC(=O)CC1=NN(c2ccccc2)C(=O)C1=c1sc(=C2SC(C)=C(C)N2CC)c(=O)n1CC	-0.1	0.5	0.2	-1.6	-4.9	6.1	100.5	-1.1	-0.2	19.0
CCOCCCNc1ccc(-c2ccccc2)nn1	3.7	1.5	-0.9	-3.9	17.5	3.9	107.0	-0.7	14.0	7.3
CCOC(=O)Cc1nnc(NC(=O)COc2ccc(OC)cc2)s1	3.2	-2.9	-0.7	-3.4	11.3	11.0	100.7	-2.1	-3.8	4.8
COC(=O)c1sccc1-n1cccc1C(=O)N1CCOCC1	-1.1	-7.0	6.2	-1.8	-4.6	7.5	·	-1.8	·	-5.1
